OPRM1-OPRD1 inv: mu-delta opioid heterodimer inverse agonism; hit rate 0.21% among 340,000; P35372+P41143; AID 504357; cell-based MOR-DOR heterodimer luminescence; inhibition, % at 9.3 µM; in the data active = inhibition above about 22%, passing the limit was not always enough;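 note: 0% = cells with DMSO and 100% = wells without cells with DMSO; values of inactives mirror those of a sister screen read the other way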
HTR5A ag ctr: activates human HTR5A in OPRM1-OPRD1 agonist counter-screen | P47898 | HTR5A agonist assay, luminescence, cell-based | activation, % at 9.3 µM | hit rate 0.61% among 340,000; in the data active = activation mostly above about 9.5%, no sharp cut-off; inactive = mostly below about 7.6%;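 note: 0% = cells with vehicle only and 100% = reference agonist; strong numbers were not always called active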
Target sequence (P47898 whole entry, looked up): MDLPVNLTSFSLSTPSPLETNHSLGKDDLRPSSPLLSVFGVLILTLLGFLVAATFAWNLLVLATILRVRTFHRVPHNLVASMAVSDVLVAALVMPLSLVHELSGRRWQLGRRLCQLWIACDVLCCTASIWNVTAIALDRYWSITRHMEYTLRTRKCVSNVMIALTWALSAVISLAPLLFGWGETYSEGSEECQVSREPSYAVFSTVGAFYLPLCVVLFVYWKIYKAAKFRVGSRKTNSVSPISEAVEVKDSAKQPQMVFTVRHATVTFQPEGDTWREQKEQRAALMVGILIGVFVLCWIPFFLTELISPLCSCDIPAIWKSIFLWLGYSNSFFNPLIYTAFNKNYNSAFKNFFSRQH
PKA-R1A act: PKA-R1A complex activation; hit rate 0.083% among 340,000; activation, % at 11.4 µM; PKA-R1A dissociation, Cy5-IP20 fluorescence polarization; scaled: DMSO 0%, 113 µM cGMP 100%;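 active = percent activation above the mean of all tested compounds plus 3 SD, cut at about 19% in these data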;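 note: higher means more PKAc released from R1A so a rise in polarization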
Mot1-301 SUMO: blocks SUMOylation pathway, rescuing yeast Mot1-301 growth | AID 2716 | growth rescue, % at 18.8 µM | S. cerevisiae Mot1-301 growth rescue, ATP luminescence, 38.5C; percent above DMSO median, 100 means doubled | hit rate 1% among 320,000;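 active = every valid replicate shows activation above 250% relative to neutral control wells; inactive = the rest, any valid replicate at or below 250%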;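 note: OY570 slx delta 5 strain wells were the positive control but not used for scaling; some compounds called inactive have numbers as strong as hits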
E coli growth: reduces bacterial viability in AddAB counter-screen | E. coli V3065 growth, OD600 absorbance, 18 h | inhibition, % at 11.9 µM | hit rate 0.27% among 330,000 | AID 449728;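 active = inhibition above the campaign's mean inhibition across all tested compounds plus 3 SD, cut at about 9.9% in these data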;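 note: uninfected addAB+ strain grown without phage in ampicillin broth; 0% = DMSO wells and 100% = ciprofloxacin 0.95 µg/ml wells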
OPRM1-OPRD1 ag: agonists of human mu-delta opioid receptor heterodimerization; P35372+P41143; cells, OPRM1-OPRD1 heterodimerization, luminescence; activation, % at 9.3 µM; hit rate 0.3% among 340,000; in the data active = activation above about 18%;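 note: 0% = vehicle-treated cells and 100% = reference agonist; values of inactives mirror those of a sister screen read the other way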
PfHsp90 set2: reduces growth (ATP signal) of yeast expressing P. falciparum Hsp90. AID 504621. S. cerevisiae expressing PfHsp90, BacTiter-Glo ATP, 48 h; yeast lacking PDR1 and PDR3 efflux regulators. inhibition, % at 9.4 µM. hit rate 0.32% among 310,000;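 active = every replicate shows inhibition above about 80%, whatever the replicate mean, limit read from the data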;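 note: 0% = DMSO neutral controls and 100% = 20 µM radicicol positive controls; yeast relying on Plasmodium falciparum Hsp90 in place of its own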
HTR5A inv ag: HTR5A inverse agonism, opioid heterodimer counter-screen | P47898 | HTR5A cell line, luminescence | inhibition, % at 9.3 µM | hit rate 0.083% among 340,000 | AID 504634; in the data active = inhibition mostly above about 23%, no sharp cut-off; inactive = mostly below about 18%;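 note: 0% = cells with DMSO and 100% = no-cell wells with DMSO; some compounds called inactive have numbers as strong as hits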
Pemphigus Ab inh: blocks pemphigus antibody binding to human desmoglein-3; DSG3-coupled beads, scFv-anti-DSG3-GFP binding, flow cytometry; stronger effect = lower value; AID 588358; hit rate 0.48% among 310,000; binding (percent of control), % at 10 µM; P32926;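 active = binding more than 3 SD below its plate's average and above zero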; note: some compounds called inactive have numbers as strong as hits
AddAB inh: less growth of phage-infected E. coli with AddAB. E. coli expressing H. pylori AddAB, absorbance growth. AID 435030. hit rate 0.29% among 330,000. inhibition, % at 11.9 µM; in the data active = inhibition above about 12%;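 note: 0% = vehicle wells of infected cells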
phage Ecoli inh: E. coli growth loss with phage present; growth absorbance; inhibition, % at 11.9 µM; hit rate 0.26% among 360,000; in the data active = inhibition above about 11%
* marks the source's active call; other numbers are inactive results; · = no result given.

SMILES | OPRM1-OPRD1 inv | HTR5A ag ctr | PKA-R1A act | Mot1-301 SUMO | E coli growth | OPRM1-OPRD1 ag | PfHsp90 set2 | HTR5A inv ag | Pemphigus Ab inh | AddAB inh | phage Ecoli inh
Cc1ccc(C2C(C#N)=C(N)Oc3n[nH]c(C)c32)cc1 (stereo unspecified) | 16 | -6 | -1 | 7 | -1.6 | -3.0 | 58 | -24 | · | 0.6 | 2.8
Nc1nonc1C(=Nc1ccccc1)NO | 6 | 2 | 4 | -4 | -0.8 | -1.2 | -19 | 8 | 98 | 2.3 | 0.3
CCn1c(SCC(=O)c2ccc3c(c2)Cc2ccccc2-3)nnc1-c1ccc(N)cc1 | -16 | 5 | 1 | 139 | -3.8 | 3.0 | 16 | -32 | 90 | 0.0 | 3.8
O=C(CNC(=O)c1ccncc1)N/N=C/c1ccc(Br)cc1 | 10 | 2 | -1 | -2 | -0.2 | -1.9 | -29 | -13 | 111 | -0.8 | 1.2
COc1ccc([C@H]2CC(=O)C=C(c3cccc(OC)c3OC)C2)cc1OC | -10 | 1 | -3 | 1 | -1.5 | 1.8 | · | 1 | 99 | -4.0 | 2.5
O=C(Cn1nc(C(=O)O)c2ccccc2c1=O)Nc1cccc(S(=O)(=O)N2CCCCCC2)c1 | -7 | -2 | -12 | 4 | -1.7 | 1.5 | 9 | 9 | · | -0.9 | 3.0
COC(=O)c1cccc(NC(=O)Cn2cnc3ccccc3c2=O)c1 | 18 | -2 | -1 | -10 | 0.7 | -3.2 | 28 | -19 | 101 | 5.0 | 2.2
O=C(c1ccc2c(c1)OCO2)N1CCN(c2ccccc2F)CC1 | -4 | 3 | 5 | -4 | 1.3 | 0.7 | · | -4 | 103 | 0.6 | -0.8
CC(C)c1ccc(N(C(=O)C(F)(F)F)C(C(=O)NC2CCCCC2)c2ccncc2)cc1 (stereo unspecified) | 4 | 3 | -6 | -12 | 3.9 | -0.7 | -19 | 1 | 101 | 2.3 | -0.4
CC(C)[C@H](NC(=O)N1CCn2c1nc1ccccc12)C(=O)N[C@H](Cc1ccccc1)C(=O)O | · | · | 3 | 27 | -1.7 | · | 2 | · | · | 2.4 | 1.5
COc1ccc(/C=N/NC(=O)c2nnn(-c3nonc3N)c2CN(C)c2ccccc2)cc1 | 2 | -2 | 1 | -4 | -2.1 | -0.3 | 11 | 10 | 102 | 2.0 | 4.6
COc1cccc(/C=C/C(=O)c2ccc(NS(=O)(=O)c3ccc(C)cc3)cc2)c1 | -40 | -2 | -7 | 9 | 1.4 | 7.9 | -11 | 5 | 100 | 3.4 | 2.5
CC(=O)NC(=S)Nc1cc(C(F)(F)F)ccc1N1CCOCC1 | 6 | 2 | -12 | 10 | -0.3 | -1.2 | -37 | -2 | 86 | 1.3 | 0.9
O=C(c1ccncc1)N1CCN(S(=O)(=O)c2ccc(F)cc2)CC1 | 11 | 3 | 2 | 2 | 1.9 | -2.1 | 7 | 1 | · | -0.8 | 2.6
CN(c1ccc(C(=O)Nc2ccc3c(c2)OCO3)cc1)S(C)(=O)=O | 0 | 1 | -13 | · | -3.8 | 0.0 | 14 | -3 | 94 | 2.2 | 2.2
COc1ccc(CCN2CC(C(=O)NCCCn3nc(C)cc3C)CCC2=O)cc1 (stereo unspecified) | 10 | -2 | -3 | 1 | -0.9 | -2.0 | -7 | -4 | 108 | 4.6 | 0.2
CCOC(=O)c1ccc(NC(=O)CCc2nc(-c3ccc(C)cc3)no2)cc1 | -17 | 0 | -16 | -8 | -1.4 | 3.3 | -6 | 3 | 111 | 5.5 | 2.6
CCOC(=O)c1c(NC(=O)CCC(=O)O)sc2c1CCCCC2 | -5 | 5 | 20* | -22 | -1.9 | 1.0 | -8 | -21 | 82 | 3.7 | 1.7
CC(NC(=O)c1cccc(S(=O)(=O)N(C)c2ccccc2)c1)c1cccnc1 (stereo unspecified) | 12 | 0 | -3 | -1 | 1.9 | -3.0 | 11 | 1 | · | 1.0 | 0.5
Cc1sc(NC(=O)/C=C/c2ccc3c(c2)OCO3)nc1-c1ccccc1 | -13 | 1 | 2 | 4 | -1.6 | 2.2 | 13 | -1 | 96 | -2.4 | 0.2
CCOc1ccc(C(=O)N2CCN(S(=O)(=O)c3cccs3)CC2)c(OCC)c1 | 12 | 3 | 1 | -2 | 2.2 | -2.2 | 14 | 8 | 105 | 4.4 | -1.8
Cc1nn(C)cc1CN(C)C(=O)c1nn2c(c1Cl)NC(c1cccs1)CC2C(F)(F)F (stereo unspecified) | -8 | 0 | -18 | 207 | 0.6 | 1.3 | 15 | -3 | 115 | 3.6 | 0.8
COc1ccc([C@H]2/C=C\CN(C(=O)C3CC3)[C@@H](C)C(=O)N2Cc2ccc(F)cc2)cc1 | 19 | 2 | 11 | -9 | 0.8 | -3.5 | · | -4 | 104 | 1.4 | 1.4
CCN(CC)C(=O)CSCC(=O)Nc1ccccc1 | 1 | 0 | -8 | -4 | 2.6 | -0.1 | 18 | 0 | 97 | 2.1 | 6.7
CN(C(=O)CSc1n[nH]c(N)n1)C1CCCCC1 | 15 | -2 | 8 | -2 | 0.1 | -4.1 | 30 | -2 | · | 0.8 | 0.9
COc1ccc(NC(=O)CSc2nnc(C)n2C2CC2)cc1S(=O)(=O)N1CCOCC1 | 12 | 1 | 3 | -7 | 0.7 | -2.8 | · | -3 | 96 | -0.5 | -0.3
C(=N\Nc1ccccc1)/c1nc2ccccc2s1 | -5 | 3 | 1 | -14 | -2.2 | 1.0 | -13 | -11 | 115 | 0.4 | -0.5
CCc1cc(-c2[nH]ncc2-c2ccc(OC)cc2)c(O)cc1O | -16 | 0 | -5 | 35 | -0.9 | 3.2 | -2 | -1 | 92 | -2.1 | 1.3
CSc1nc(Oc2ccc(C)cc2)cc(C(F)(F)F)n1 | -18 | 0 | 2 | 24 | 2.6 | 4.2 | 12 | 0 | 108 | 5.3 | 2.5
N#Cc1c(N)nc2c(c1-c1ccccc1)CCCC2 | -3 | -4 | -5 | · | -4.1 | 0.5 | · | 10 | 98 | 0.0 | 2.3
CS(=O)(=O)c1ccc2nc(NC(=O)c3ccc(=O)[nH]c3)sc2c1 | 8 | 6 | 6 | 5 | -1.9 | -1.5 | 5 | -19 | 77 | -0.9 | 0.4
CCOc1ccc2oc(-c3ccccc3)c(C(=O)N(C)C)c2c1 | -2 | 4 | -3 | 26 | -2.2 | 0.4 | 6 | 16 | 101 | -0.4 | -0.8
COc1ccccc1Cn1c(C)nc2ccccc21 | · | · | · | 1 | 1.1 | · | · | · | 107 | 2.9 | 3.9
Cc1ccsc1/C=N/NC(=O)CNC(=O)c1ccco1 | 8 | -1 | 4 | 0 | 0.5 | -1.5 | 13 | 4 | 99 | 0.9 | 2.9
CCc1cc2cc(C(=O)Nc3ccc(C)cc3)sc2s1 | -43 | 14 | 0 | 1 | 0.7 | 7.0 | -50 | -38 | · | -0.6 | 0.0
Nc1ccc2oc(-c3cccc(Br)c3)nc2c1 | 1 | -1 | -7 | 2 | -1.1 | -0.1 | -16 | 20 | 98 | -0.9 | ·
Cc1ccc(CCN2C(=O)c3ccccc3C2C(=O)NCc2cccnc2)cc1 (stereo unspecified) | 11 | 3 | 0 | -19 | -3.5 | -2.3 | -6 | -9 | · | 2.1 | -0.9
Cc1cc(S(=O)(=O)NC[C@H]2O[C@@H](n3cnc4c(N)ncnc43)[C@H](O)[C@@H]2O)c(C)s1 | 18 | 1 | -8 | -4 | -2.5 | -3.9 | 8 | -5 | 98 | 3.5 | 0.1
CCOc1ccc(-n2c(SCC(=O)Nc3cc(C(=O)O)ccc3Cl)nc3ccccc3c2=O)cc1 | -13 | 5 | -5 | -2 | 0.5 | 2.0 | 0 | -7 | 102 | 3.9 | -3.3
O=C(Cc1ccc(-n2c(=S)[nH]c3ccccc3c2=O)cc1)N1CCN(c2ccccc2)CC1 | 9 | 1 | -1 | -11 | 0.4 | -1.9 | · | 16 | 103 | 0.5 | 1.6
COc1ccccc1NC(=O)N1CCCC1C(=O)NCc1ccccc1F (stereo unspecified) | -3 | 4 | -2 | 2 | -0.1 | 0.5 | 1 | -4 | 101 | 1.8 | 1.9
Cc1c(C(=O)N(C)CCn2ccnc2C)oc2c(F)cccc12 | 18 | 6 | -11 | -15 | 1.0 | -3.9 | 13 | -23 | 92 | 1.7 | 4.5
COc1ccc(Cn2c(=O)[nH]c3cc(C(=O)Nc4ccc(N5CCN(C)CC5)cc4)ccc32)cc1 | 8 | -3 | -19 | -5 | -3.6 | -1.5 | -11 | -11 | 135 | 1.0 | 2.0
CCc1cc(-c2[nH]ncc2-c2ccc([N+](=O)[O-])cc2)c(O)cc1OC | -55 | 3 | -1 | 25 | -2.0 | 11 | -26 | -12 | 91 | 0.3 | ·
COc1ccc(/C=C2\SC(=S)N(CCCC(=O)N3CCOCC3)C2=O)cc1OC | -5 | 3 | -4 | 38 | -1.8 | 0.9 | -36 | -21 | 106 | 2.6 | 0.4
NC(=O)CCN1CCN(CCOC2Cc3cc(Cl)ccc3Sc3ccccc32)CC1 (stereo unspecified) | -7 | 3 | 4 | -17 | -1.5 | 1.1 | -50 | -9 | 100 | 1.0 | 2.0
CCOC(=O)C1(C)C=C(Nc2ccc(NC(C)=O)cc2)C(=O)N1c1ccc(NC(C)=O)cc1 (stereo unspecified) | 9 | 8 | -5 | -14 | 2.0 | -1.8 | -12 | -3 | 105 | 4.2 | 3.3
O=C(CN1C(=O)C2C3CC(C(Br)C3Br)C2C1=O)N1CCN(Cc2ccccc2)CC1 (stereo unspecified) | 10 | -9 | -12 | -1 | 0.4 | -2.0 | -7 | -14 | 103 | 2.3 | -0.2
O=C(CC(c1ccccc1)c1cc(Br)ccc1O)N1CCCCC1 (stereo unspecified) | -27 | 0 | -5 | · | -0.9 | 5.2 | 8 | -7 | 91 | -0.5 | -0.3
O/N=C1\CCCc2ccccc21 | 13 | -1 | -6 | -10 | 3.2 | -2.3 | -10 | 2 | 108 | 3.3 | 3.4
Cc1ccc(S(=O)(=O)Cn2nnnc2C(C(C)C)N2CCN(c3nc4ccccc4s3)CC2)cc1 (stereo unspecified) | 9 | -5 | 5 | 107 | -1.1 | -1.5 | -22 | -29 | · | -3.1 | 1.9
Cc1cc(=O)oc(C)c1C(=O)NCc1ccco1 | 19 | -3 | -13 | -23 | 0.2 | -3.7 | -1 | 1 | 99 | 2.7 | 0.3

Single records, from the list above. Values in the order: OPRM1-OPRD1 inv, HTR5A ag ctr, PKA-R1A act, Mot1-301 SUMO, E coli growth, OPRM1-OPRD1 ag, PfHsp90 set2, HTR5A inv ag, Pemphigus Ab inh, AddAB inh, phage Ecoli inh
Listed for `COc1ccccc1NC(=O)N1CCCC1C(=O)NCc1ccccc1F` (stereo unspecified) : -3, 4, -2, 2, -0.1, 0.5, 1, -4, 101, 1.8, 1.9
Listed for `CCOC(=O)C1(C)C=C(Nc2ccc(NC(C)=O)cc2)C(=O)N1c1ccc(NC(C)=O)cc1` (stereo unspecified) : 9, 8, -5, -14, 2.0, -1.8, -12, -3, 105, 4.2, 3.3
Listed for `O/N=C1\CCCc2ccccc21` : 13, -1, -6, -10, 3.2, -2.3, -10, 2, 108, 3.3, 3.4
